Assay outcomes as filed in PubChem BioAssay.
CTSL1 counter: counter-screen for PFM18AAP inhibitors: inhibitors of F. hepatica cathepsin L1. recombinant F. hepatica cathepsin L1, Z-Leu-Arg-MCA fluorescence. inhibition, % at 5.96 µM. 0.49% of 300,000 active;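 active = inhibition above the mean of all tested compounds plus 3 SD, set per screening campaign, cut at about 17% in these data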;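 note: 0% = plate median of test compound wells and 100% = 1 µM Z-Phe-Ala-diazomethylketone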
TPT1 inh: inhibitors of Candida albicans tRNA 2'-phosphotransferase TPT1; AID 1962; 0.81% of 300,000 active; recombinant caTPT1, FP RNA substrate dephosphorylation; inhibition, % at 5 µM;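 active = inhibition above the mean of all tested compounds plus 3 SD, set per screening campaign, cut at about 24% in these data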;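 note: plate controls were DMSO alone for no effect and ferristatin control at 100 nM for full effect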
PREPL inhibitor: inhibits the human prolyl oligopeptidase-like enzyme; recombinant PREPL, fluorescence polarization activity-based probe; inhibition, % at 5.96 µM; 0.68% of 320,000 active; AID 2751; in the data active = inhibition above about 43%;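 note: 0% = enzyme with DMSO and 100% = wells lacking enzyme; many of its hits are not listed in these tables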
Target sequence (Q4J6C6 whole entry, looked up): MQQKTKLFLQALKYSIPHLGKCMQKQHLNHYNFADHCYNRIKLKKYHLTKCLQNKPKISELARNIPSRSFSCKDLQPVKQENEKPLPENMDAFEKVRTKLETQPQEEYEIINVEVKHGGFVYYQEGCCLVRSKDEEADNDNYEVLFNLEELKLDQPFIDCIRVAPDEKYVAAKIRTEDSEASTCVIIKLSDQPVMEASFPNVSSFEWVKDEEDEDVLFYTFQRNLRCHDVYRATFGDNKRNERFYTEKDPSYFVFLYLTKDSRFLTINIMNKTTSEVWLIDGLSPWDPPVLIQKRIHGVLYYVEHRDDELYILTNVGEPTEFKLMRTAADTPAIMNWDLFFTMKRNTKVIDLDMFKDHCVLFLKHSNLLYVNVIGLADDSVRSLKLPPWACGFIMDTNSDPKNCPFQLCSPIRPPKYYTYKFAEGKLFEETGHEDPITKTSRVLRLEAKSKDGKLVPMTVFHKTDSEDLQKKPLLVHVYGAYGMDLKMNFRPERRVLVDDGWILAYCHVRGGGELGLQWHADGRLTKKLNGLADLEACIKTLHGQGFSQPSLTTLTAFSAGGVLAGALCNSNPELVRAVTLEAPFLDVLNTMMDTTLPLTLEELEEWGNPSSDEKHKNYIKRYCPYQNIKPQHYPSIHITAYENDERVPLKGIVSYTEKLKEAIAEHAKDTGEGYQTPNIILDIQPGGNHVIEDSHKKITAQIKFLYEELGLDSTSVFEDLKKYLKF
PP5 primary: blocks human protein phosphatase 5 activity | purified PP5c, OMFP substrate fluorescence | inhibition, % at 6.7 µM | 0.18% of 320,000 active | AID 1987;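 active = inhibition above the campaign's mean inhibition across all tested compounds plus 3 SD, cut at about 9.5% in these data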;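 note: 0% = DMSO only and 100% = 100 µM cantharidin control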
core dimer inh: blocks dimerization of HCV core protein; TR-FRET GST/Flag-core106 dimerization, 1536-well; inhibition, % at 5 µM; 0.33% of 300,000 active; AID 1899;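 active = inhibition above the mean of all tested compounds plus 3 SD, set per screening campaign, cut at about 45% in these data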
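System: GST/Flag-tagged HCV core106 proteins. Incubation: compound-protein-antibody incubation 4 h at 22.5 °C. Technique: HTRF with 340 nm excitation, 617/671 nm emission. Medium: KF-containing HEPES buffer, pH 7.45, DTT, CHAPS, BSA. Read-out: inhibition (%) from 671 over 617 nm ratio. Also added: Eu(K)-anti-GST 90 ng/mL plus XL665-anti-Flag 1 µg/mL.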
EBNA-1 inhibitor: blocks EBNA-1 binding to DNA. EBNA-1 DNA binding, fluorescence polarization. inhibition, % at 14.8 µM. 0.34% of 300,000 active. AID 1950; in the data active = inhibition above about 28%
PP1 counter: PP1-alpha (human) inhibition in PP5 counter-screen | purified PP1alpha, OMFP fluorescence | 0.9% of 320,000 active | AID 2235 | P62136 | inhibition, % at 6.7 µM;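 active = inhibition above the mean inhibition of all tested compounds plus 3 SD, computed separately for each screening campaign, cut at about 15% in these data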
Efflux pump mplx: blocks antifungal efflux pumps in multiplex yeast assay; S. cerevisiae Candida pump triplex, Nile Red efflux; inhibition, % at 10 µM; 0.44% of 330,000 active; AID 485275;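 active = plate passing quality check with inhibition over a set limit, or well fluorescence over plate mean plus 4 SD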;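 note: Nile Red retained in pooled yeast measured as flow cytometry median fluorescence; 0% = buffer negative control and 100% = Enniatin B positive control; higher means more Nile Red kept so more efflux inhibition; some compounds called inactive have numbers as strong as hits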
ZTA counter: counter-screen for EBNA-1 inhibitors: inhibitors of Epstein-Barr virus ZTA | P03206 | ZTA-DNA binding, fluorescence polarization | inhibition, % at 11 µM | 0.15% of 320,000 active; in the data active = inhibition above about 33%
Target sequence (P03206 whole entry, looked up): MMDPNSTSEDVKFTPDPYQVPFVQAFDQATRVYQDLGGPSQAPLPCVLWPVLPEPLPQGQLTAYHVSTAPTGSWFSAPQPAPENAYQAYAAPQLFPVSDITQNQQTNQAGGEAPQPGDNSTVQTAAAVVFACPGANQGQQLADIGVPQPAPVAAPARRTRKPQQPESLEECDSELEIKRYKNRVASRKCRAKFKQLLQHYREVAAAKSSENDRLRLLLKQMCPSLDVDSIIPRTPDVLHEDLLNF
* marks the source's active call; other numbers are inactive results; · = not tested or not shown.

Preview:
SMILES	CTSL1 counter	TPT1 inh	PREPL inhibitor	PP5 primary	core dimer inh	EBNA-1 inhibitor	PP1 counter	Efflux pump mplx	ZTA counter
CN(CC1CCOCC1)C(=O)CC1C(=O)NCCN1Cc1ccc(F)c(F)c1 (centres undefined)	2.2	0.4	-0.8	1.3	-4.7	0.4	-3.2	0.6	-1.0
Cc1cccc(NS(=O)(=O)c2cc3c4c(c2)CCN4C(=O)CC3)c1C	-0.6	-0.1	6.2	-2.2	1.5	7.5	-5.3	-0.1	10.3

Results, repeating the preview:
SMILES	CTSL1 counter	TPT1 inh	PREPL inhibitor	PP5 primary	core dimer inh	EBNA-1 inhibitor	PP1 counter	Efflux pump mplx	ZTA counter
CN(CC1CCOCC1)C(=O)CC1C(=O)NCCN1Cc1ccc(F)c(F)c1 (centres undefined)	2.2	0.4	-0.8	1.3	-4.7	0.4	-3.2	0.6	-1.0
Cc1cccc(NS(=O)(=O)c2cc3c4c(c2)CCN4C(=O)CC3)c1C	-0.6	-0.1	6.2	-2.2	1.5	7.5	-5.3	-0.1	10.3
Cc1ccc(Oc2cc(-n3nc(C)cc3C)ncn2)cc1	-2.0	-2.4	8.6	2.4	-4.6	4.7	-3.6	-0.1	15.6
CCn1c(SCC(=O)NC2CCCC2)nnc1-c1ccco1	1.9	-0.7	2.8	1.2	0.3	-8.0	-0.1	0.1	-16.7
Cc1ccc(CNC(=O)c2ccc3c(=O)c(O)c(-c4ccc(C)cc4)[nH]c3c2)cc1	1.2	0.3	-3.0	2.3	8.4	3.5	4.8	-0.2	-2.7
CCC(=O)OCC(=O)Nc1ncc(C(F)(F)F)cc1Cl	-6.8	-2.4	14.3	-1.7	1.3	-3.2	-0.5	-0.1	-17.8
CC(=O)C1C(c2ccc(OC(F)F)cc2)NC(=O)NC1(O)C(F)(F)F (centres undefined)	4.8	-1.0	12.8	-2.3	-1.7	-7.1	-5.5	0.2	10.5
CCN(CC)C(=O)CSC1=C(C#N)C(c2cccs2)C=C(C)N1 (centres undefined)	4.4	-2.9	-7.5	-1.0	5.0	3.8	0.3	-0.1	7.1
c1ccc(-c2nnc3ccc(N4CCC5(CC4)OCCO5)nn23)cc1	2.8	-0.9	-1.4	0.0	0.1	7.2	-0.1	0.7	-13.5
CCN(CC1CCCN(CCc2cccc(F)c2)C1)C(=O)c1cc2ccccc2o1 (centres undefined)	-0.1	-2.6	-21.9	-2.4	0.9	-7.1	3.0	-0.1	-9.2
O=c1[nH]c2ccccc2[nH]c1=O	-0.5	-2.0	7.7	-1.1	-0.8	0.2	-3.6	0.1	-5.8
CC(C)Oc1cccc(C(=O)NC(=S)NCc2cccnc2)c1	5.4	-0.4	-14.1	0.1	-1.4	0.9	0.1	0.2	9.9
O=C1NC2c3ccccc3C(=O)N2c2c1cnn2-c1ccccc1 (centres undefined)	1.6	-2.5	-0.5	1.3	-7.9	5.6	1.4	0.1	13.8
Cc1cc(=O)[nH]c(-c2ccccc2)n1	3.1	-0.5	12.0	1.5	-2.4	-11.0	1.0	0.0	-8.9
Cc1ccc(O)c(C(=O)c2cnc3c(c2)COc2ccccc2-3)c1	4.7	-4.9	-6.2	4.6	0.9	2.1	2.2	0.2	-12.6
C#CCOCCOCCOCCNc1nc(N2CCN(C(=O)[C@H]([C@@H](C)CC)n3cc(CCCN=C(N)N)nn3)CC2)nc(N2CCN(C(=O)[C@H](CCCCN)n3cc(CCCC)nn3)CC2)n1	3.4	-2.1	4.3	1.1	-25.5	-2.3	6.7	0.0	-14.0
CC(=O)NC(Cc1ccccc1)C(=O)NC1CCN(C(=O)NC2CCCCC2)CC1 (centres undefined)	2.8	1.6	13.6	3.2	-4.3	-1.3	-3.7	0.0	4.0
CCCC(c1nnnn1Cc1ccccc1)N1CCC(C(N)=O)CC1 (centres undefined)	-1.1	0.8	0.1	0.9	8.6	-1.3	-5.8	0.1	-7.1
Cc1ccccc1NC(=O)N(CCc1nc2ccccc2[nH]1)Cc1ccccc1	7.0	-1.0	15.3	5.2	3.0	9.7	5.5	-0.1	-9.9
O=C(N[C@@H](Cc1ccc(O)cc1)C(=O)O)c1ccc(C(F)(F)F)cc1	-2.1	0.8	-0.2	4.5	-6.7	11.9	-1.5	0.0	16.9

Already shown: entries from further up.
SMILES	CTSL1 counter	TPT1 inh	PREPL inhibitor	PP5 primary	core dimer inh	EBNA-1 inhibitor	PP1 counter	Efflux pump mplx	ZTA counter
CN(CC1CCOCC1)C(=O)CC1C(=O)NCCN1Cc1ccc(F)c(F)c1 (centres undefined)	2.2	0.4	-0.8	1.3	-4.7	0.4	-3.2	0.6	-1.0
Cc1cccc(NS(=O)(=O)c2cc3c4c(c2)CCN4C(=O)CC3)c1C	-0.6	-0.1	6.2	-2.2	1.5	7.5	-5.3	-0.1	10.3
Cc1ccc(Oc2cc(-n3nc(C)cc3C)ncn2)cc1	-2.0	-2.4	8.6	2.4	-4.6	4.7	-3.6	-0.1	15.6
CCn1c(SCC(=O)NC2CCCC2)nnc1-c1ccco1	1.9	-0.7	2.8	1.2	0.3	-8.0	-0.1	0.1	-16.7
Cc1ccc(CNC(=O)c2ccc3c(=O)c(O)c(-c4ccc(C)cc4)[nH]c3c2)cc1	1.2	0.3	-3.0	2.3	8.4	3.5	4.8	-0.2	-2.7
CCC(=O)OCC(=O)Nc1ncc(C(F)(F)F)cc1Cl	-6.8	-2.4	14.3	-1.7	1.3	-3.2	-0.5	-0.1	-17.8
CC(=O)C1C(c2ccc(OC(F)F)cc2)NC(=O)NC1(O)C(F)(F)F (centres undefined)	4.8	-1.0	12.8	-2.3	-1.7	-7.1	-5.5	0.2	10.5
CCN(CC)C(=O)CSC1=C(C#N)C(c2cccs2)C=C(C)N1 (centres undefined)	4.4	-2.9	-7.5	-1.0	5.0	3.8	0.3	-0.1	7.1
c1ccc(-c2nnc3ccc(N4CCC5(CC4)OCCO5)nn23)cc1	2.8	-0.9	-1.4	0.0	0.1	7.2	-0.1	0.7	-13.5
CCN(CC1CCCN(CCc2cccc(F)c2)C1)C(=O)c1cc2ccccc2o1 (centres undefined)	-0.1	-2.6	-21.9	-2.4	0.9	-7.1	3.0	-0.1	-9.2

Going on with the list.
SMILES	CTSL1 counter	TPT1 inh	PREPL inhibitor	PP5 primary	core dimer inh	EBNA-1 inhibitor	PP1 counter	Efflux pump mplx	ZTA counter
CC1CCC(NC(=O)CCn2ccc3cc(S(=O)(=O)N4CCCC4)ccc32)CC1 (centres undefined)	0.7	1.4	16.9	-0.5	4.5	-9.9	-0.2	-0.1	3.4
CN1CCN(CCC(=O)Nc2ccccc2)CC1	-4.4	-3.0	6.5	1.0	-4.7	2.6	-3.2	0.1	-0.3
Cc1ccc(/C=C/S(=O)(=O)NCC(=O)OCC(=O)Nc2ccc(C(N)=O)cc2)cc1	-21.9	-2.7	5.4	-1.6	-4.0	-2.7	4.3	0.0	2.0
COc1cccc(-c2cc(C(F)(F)F)nc(-n3cc(Cl)cn3)n2)c1	3.7	0.3	1.4	1.1	7.0	-2.5	0.1	0.1	-4.0
CCOC(=O)C1CCN(C2=NC(=O)/C(=C/c3ccc(Cl)cc3)S2)CC1	7.5	-4.4	17.9	2.5	5.0	0.3	0.8	0.1	6.0
COc1ccc(-c2cc(-c3ccc(O)cc3)nc(N)c2C#N)cc1	0.8	-1.2	1.4	3.8	7.1	-12.9	-2.3	0.0	-15.7
CCOc1ncccc1C(=O)OCC(=O)Nc1ccc2c(c1)OCCO2	·	·	2.6	-2.0	·	·	-3.4	0.2	-5.9
C/C(Cn1cnc([N+](=O)[O-])n1)=N\NC(=O)c1cccnc1	-3.6	-2.7	5.5	0.0	-0.9	3.1	-4.3	0.0	6.6
Cc1cc(C(=O)OCC(=O)Nc2cc(S(=O)(=O)N(C)C)ccc2Cl)c2ccccc2n1	-6.3	-3.6	13.3	-0.8	-0.4	1.4	-4.3	-0.1	-3.4
O=C(CN1CCOCC1)N1CCCc2c1c(=O)oc1ccc(OCc3ccccc3)cc21	-1.4	-2.4	27.4	-2.1	6.3	-1.3	-0.8	0.0	-1.0
COC(=O)c1ccc(C(=O)NN)cc1	-3.7	4.7	-9.7	1.7	-0.2	-16.0	1.4	0.0	-8.0
CC(CN1C(C)CCCC1C)OC(=O)c1ccc(Cl)cc1 (centres undefined)	2.1	-2.0	4.9	0.8	-7.3	-18.9	-3.3	0.1	-14.3
Cc1nc2ccccc2n1CCc1nc2c3ccccc3nc(SCC#N)n2n1	-4.2	-1.6	-4.4	-0.2	-3.9	-0.3	0.2	0.0	-10.3
O=c1ccnc(Sc2ncccc2[N+](=O)[O-])[nH]1	2.9	-3.8	1.3	0.5	-7.0	1.2	-2.1	0.1	5.4
O=C(CCNC(=O)c1ccc([N+](=O)[O-])cc1)NCCC1=CCCCC1	-0.9	-3.0	-6.2	0.0	0.4	-4.0	-2.3	0.0	8.7
N#Cc1c(-c2ccccc2)nc(-c2ccccc2)[nH]c1=O	7.2	-4.2	10.6	1.9	5.2	6.0	3.7	-0.2	-13.7
O=C(/C=C/c1cccc(F)c1)OCC(=O)N1CCCc2ccccc21	-0.4	-0.1	2.5	-1.7	5.0	4.0	-1.6	-0.1	12.4
Cc1cccc(C(=O)c2c(N)sc3c2CCCC3)c1	-3.5	8.0	-4.5	-0.4	49.0*	9.6	4.3	0.0	-1.8
COc1ccc(C2CC(=O)c3cnc(NC(=O)c4ccccc4)nc3C2)c(OC)c1 (centres undefined)	1.0	-1.6	1.4	1.6	2.6	-9.1	-4.3	0.1	-5.0
Cc1onc(-c2ccccc2Cl)c1C(=O)NCc1nnnn1-c1ccc(F)cc1	0.1	-0.9	16.4	-0.3	-6.4	4.3	-3.8	-0.1	3.0
O=C(NCCC1=CCCCC1)C(=O)NCc1ccccc1Cl	7.9	2.8	10.1	2.5	4.7	-1.4	5.3	0.1	-18.4
CCCCCCN=CC1=C(O)C(C(=O)OC)C(C)(C)CC1=O (centres undefined)	0.2	-3.8	-3.3	1.3	-0.4	-2.1	-4.6	0.0	-1.3
Cc1cc(/C=C\c2ccc3cc(N(C)C)ccc3[n+]2C)c(C)n1-c1ccccc1	7.5	-18.5	-21.0	6.0	40.0	5.6	34.1*	17.3*	20.4
Cc1ccc(-c2nc3cc(NC(=O)C(C)C)ccc3o2)cc1C	6.3	-1.1	-10.0	4.2	1.4	-2.8	-13.2	-0.1	5.6
COc1cccc(NC(=O)CSc2ccc(-c3sc(C)nc3C)nn2)c1	2.0	1.4	-13.7	1.4	-1.6	-5.6	-1.8	-0.1	1.6
CC(Oc1cc2oc(=O)c3c(c2cc1Cl)CCC3)C(=O)N1C[C@H]2C[C@@H](C1)c1cccc(=O)n1C2 (some centres undefined)	1.9	-3.9	16.1	-0.2	-0.5	10.0	-4.7	-0.2	1.8
S=c1[nH]nc(Cc2n[nH]c(=S)n2-c2ccccc2)n1-c1ccccc1	-0.6	-2.0	-3.9	-3.6	8.0	2.8	1.6	-0.1	-3.3
Cc1noc(C)c1CCC(=O)N1CCCC(N2CCN(c3ccc(F)cc3)CC2)C1 (centres undefined)	2.3	-1.0	12.6	1.4	-10.2	-2.1	-6.0	-0.1	23.1

Some of the compounds tested; rates above refer to the full screens.
